# Assay outcomes: PubChem BioAssay, National Center for Advancing Translational Sciences (NCATS)
# ALOX12 inh – blocks human arachidonate 12S-lipoxygenase. Potency, µM (highest dose often 108 µM), without a hit: top-dose activity change, negative = inhibition, usual class: inhibitors. AID 1671190. purified 12hLO, xylenol orange hydroperoxide absorbance. P18054. 1.1% of 580,000 active; also: potency is read from the fitted curve at half-maximal effect; % is scaled to controls: 0 for no effect and ±100 for the full control effect
#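 Purified human 12hLO at 150 nM in 25 mM Hepes, 0.01% Triton X-100, pH 7.0, preincubated 15 min at room temperature with compound. Reaction started with 40 uM arachidonic acid, 30 min at room temperature. Hydroperoxide measured by Fe-xylenol orange, 573/405 nm absorbance ratio.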
# Pol kappa inh – inhibitors of human DNA polymerase kappa; Q9UBT6; purified Pol kappa, fluorescent DNA synthesis assay, 10 min; Potency, µM (titrated, usually from 107 µM), for the others: at the top dose activity, negative = inhibition, usual class: inhibitors; 0.53% of 400,000 active; AID 588579; also: potency is read from the fitted curve at half-maximal effect; % is scaled to controls: 0 for no effect and ±100 for the full control effect
#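 First, compounds were pin-transferred onto 10 nM Pol kappa. After 15 min at room temperature, substrate was added to 50 nM final. Fluorescence was then measured kinetically at 0 and 10 min.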
# LDHA inh – inhibitors of human lactate dehydrogenase A. activity change, % (values are at about 110 or 230 µM). 0.15% of 480,000 active. purified LDHA, NADH/diaphorase-resazurin fluorescence; active compounds read low; in the data active = activity change below about -30%; inconclusive = mostly about -25% to -30%;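 also: plate controls were DMSO wells for no effect and wells without enzyme for full effect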
#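 Resorufin fluorescence (ex540/em590), read at 0 and 20 min after diaphorase/resazurin addition, reports the NADH left after a 5 min room-temperature reaction of 2 nM human LDH5 with 0.06 mM NADH and 0.2 mM pyruvate.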
# Apoferritin bind – binds horse apoferritin like a general anesthetic; P02791; apoferritin/1-aminoanthracene competitive binding, fluorescence; Potency, µM (titrated, usually from 77.5 µM), for the others: top-dose activity change, negative = displacement, actives largely listed as inhibitors; 0.074% of 350,000 active; also: potency is read from the fitted curve at half-maximal effect; % is scaled to controls: 0 for no effect and ±100 for the full control effect; nearly all actives have a fitted effect of over 20% in size
# Target sequence (P02791 2-175 limits assumed): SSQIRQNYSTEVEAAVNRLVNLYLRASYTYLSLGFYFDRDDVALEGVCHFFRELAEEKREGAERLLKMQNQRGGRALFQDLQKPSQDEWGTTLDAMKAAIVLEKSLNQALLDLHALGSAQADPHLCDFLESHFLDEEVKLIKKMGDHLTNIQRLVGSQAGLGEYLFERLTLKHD
#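 Probe: 1-aminoanthracene (50% saturated, PBS). Protein: horse-spleen apoferritin, 10 uM. Incubation: 10 min, room temperature. Detection: 380 nm excitation, 535 nm emission. Analysis: normalized response, four-parameter Hill.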
# Pol eta inh – inhibitors of human DNA polymerase eta; recombinant Pol eta, fluorescent DNA replication assay; Potency, µM (doses to about 114 µM), for inactives: at the highest dose activity change, negative = inhibition, usual class: inhibitors; 1.2% of 390,000 active; AID 588591; also: potency is read from the fitted curve at half-maximal effect; % is scaled to controls: 0 for no effect and ±100 for the full control effect
# Target sequence (Q9Y253 whole entry, looked up): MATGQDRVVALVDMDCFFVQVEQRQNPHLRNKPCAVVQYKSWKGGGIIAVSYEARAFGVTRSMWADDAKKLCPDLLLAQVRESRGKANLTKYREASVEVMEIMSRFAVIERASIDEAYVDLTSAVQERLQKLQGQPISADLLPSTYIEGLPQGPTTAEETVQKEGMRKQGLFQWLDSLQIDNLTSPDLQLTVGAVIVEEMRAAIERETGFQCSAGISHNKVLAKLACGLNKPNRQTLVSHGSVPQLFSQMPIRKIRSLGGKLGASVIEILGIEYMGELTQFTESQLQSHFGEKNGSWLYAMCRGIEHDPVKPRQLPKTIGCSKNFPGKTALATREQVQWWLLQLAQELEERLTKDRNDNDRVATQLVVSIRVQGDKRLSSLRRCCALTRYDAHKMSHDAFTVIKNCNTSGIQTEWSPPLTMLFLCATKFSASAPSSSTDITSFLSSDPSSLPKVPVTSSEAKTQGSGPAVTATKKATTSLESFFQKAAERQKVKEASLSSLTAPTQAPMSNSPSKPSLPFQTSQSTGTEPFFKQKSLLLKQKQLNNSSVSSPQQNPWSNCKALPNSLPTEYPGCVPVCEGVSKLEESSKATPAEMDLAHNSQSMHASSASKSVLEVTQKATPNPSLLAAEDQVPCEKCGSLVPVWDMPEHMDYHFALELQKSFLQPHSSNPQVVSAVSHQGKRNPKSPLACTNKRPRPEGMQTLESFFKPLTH
#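 Fluorescent replication assay: 50 nM final substrate added after a 15 min room-temperature compound preincubation with 10 nM enzyme. Signal taken at 0 min and again at 10 min.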
# POLB inh – inhibitors of human DNA polymerase beta. 1.3% of 340,000 active. AID 485314. Potency, µM (titrated, usually from 114 µM), for the others: at the highest dose activity change, negative = inhibition, hits mostly inhibitors. Pol beta primer extension/strand displacement, fluorescence kinetic; also: potency is read from the fitted curve at half-maximal effect; % is scaled to controls: 0 for no effect and ±100 for the full control effect
#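 Homogeneous kinetic assay of primer extension and strand displacement by 10 nM Pol beta, preincubated 15 min at room temperature with compound before 50 nM substrate (final) was added. Read at 0 and 10 min; four-parameter Hill fit.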
# RGS4 inh – inhibitors of human regulator of G protein signaling 4; AID 504845; Potency, µM (highest dose often 114 µM), for the others: top-dose activity change, negative = inhibition, actives largely listed as inhibitors; P49798; 0.039% of 390,000 active; Transcreener GDP fluorescence polarization, RGS4-accelerated GTP hydrolysis; also: potency is read from the fitted curve at half-maximal effect; % is scaled to controls: 0 for no effect and ±100 for the full control effect; nearly all actives have a fitted effect of over 75% in size; some results filed as inactive show a strong effect at the top dose
# Target sequence (P49798 whole entry, looked up): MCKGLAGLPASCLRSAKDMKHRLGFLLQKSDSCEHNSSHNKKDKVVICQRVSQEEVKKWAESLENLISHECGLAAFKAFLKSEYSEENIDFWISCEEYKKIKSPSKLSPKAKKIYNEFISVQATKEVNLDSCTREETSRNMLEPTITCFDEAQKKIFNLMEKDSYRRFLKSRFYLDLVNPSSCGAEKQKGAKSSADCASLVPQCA
#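 MLSMR compounds (23 nl, pin-transferred) preincubated 10 min at room temperature with a 500nM (2x) first reagent, then RGS4 at 900nM (2x) plus Transcreener GDP mix added; fluorescence polarization (620/688 nm) read before and after 90 min at 30 °C.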
# ERG-DNA inh – inhibitors of human ERG Ets domain-DNA interaction | Potency, µM (highest dose often 76.9 µM), without a hit: top-dose FP activity, negative = inhibition, usual class: inhibitors | 0.028% of 370,000 active | fluorescence polarization, His-ERG Ets domain / labelled DNA | P11308; active = well fitted inhibition curve with a large enough effect in the polarisation, with a control signal flat; inconclusive = small, poorly fitted or top-dose-only effect, or effect the other way, or a change in a side signal; inactive = no such curve, though single readings can be large or run the other way; the % refers to the polarisation;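 also: polarization taken with two DNA probes labelled with fluorescein and Texas red; potency is read from the fitted curve at half-maximal effect; % of control where 0% means no effect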
#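 His-tagged ERG Ets domain (1 uM in the protein solution; 300mM KCl, 50mM Tris-HCl, 1mM EDTA, 1mM DTT, pH 7.5) received compound, then a probe mix of 5 nM fluorescein-DNA and 100nM Texas-615-DNA. Fluorescence polarization was read for both dyes.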
# APE1 inh – APE1 (human) endonuclease inhibition; P27695; recombinant APE1, TAMRA/BHQ-2 abasic DNA cleavage fluorescence; Potency, µM (doses to about 65.8 µM), without a hit: at the top dose activity change, negative = inhibition, most hits filed as inhibitors; 0.35% of 350,000 active; AID 2517;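 also: potency is read from the fitted curve at half-maximal effect; plate controls were vehicle for no effect and reference inhibitor for full effect; nearly all actives have a fitted effect of over 55% in size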
#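 Substrate: short duplex with […] THF abasic site, 5'-TAMRA and 3'-BHQ-2, 50 nM final. APE1 at 0.75 nM, preincubated 15 min RT with compound. Fluorescence increase from first to third read measured activity.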
# Starred values were filed as active, the others as inactive; ? = inconclusive; nt = not tested or not shown; & = joins results of further samples; [ ] = another dose, or the depositor's remark. Unless noted, calls follow the shape of the dose curve; as a rule, active = well fitted curve in the direction sought with a large enough effect; inconclusive = small, poorly fitted or top-dose-only effect, or another doubt; inactive = no such curve, though single readings can be large; an effect the other way counts as inactive or inconclusive. The list is partial; rates above refer to the full screens.
SMILES,ALOX12 inh,Pol kappa inh,LDHA inh,Apoferritin bind,Pol eta inh,POLB inh,RGS4 inh,ERG-DNA inh,APE1 inh
COCCNC(=O)C1CCCN(S(=O)(=O)c2ccc3c(c2)CC(C)N3C(=O)C2CC2)C1 (centres undefined),22%,10%,1,-15%,-12%,115%,-19%,-7%,2%
O=C(NNc1ncc(C(F)(F)F)cc1Cl)c1ccc(Cl)c(Cl)c1,0%,-3%,-6,2%,-4%,27%,1%,-2%,-3%
CCCCCCc1c(O)c2ccccc2[nH]c1=O,6%,-15%,-6,3%,8%,2%,2%,-6%,3%
CCN1C(=O)[C@H]2[C@@H](c3ccc(SC4CCCCC4)c(OC)c3)N[C@@](Cc3ccccc3)(C(=O)OC)[C@H]2C1=O,-4%,-9%,9,nt,-9%,nt,4%,11%,-14%
Cc1oc2ccc(O)c(CN3CCCCCC3)c2c1C(=O)Nc1cccc(C(F)(F)F)c1,?,-1%,1,?,-16%,7%,17%,3%,nt
CCN1C(=O)CS/C1=N\S(=O)(=O)c1ccccc1,-12%,-15%,-6,-8%,-23%,1%,-9%,25%,-1%
CCOC(=O)c1cc2cc([N+](=O)[O-])ccc2oc1=O,0%,-5%,-2,4%,-15%,0%,13%,2%,-1%
CCOC(=O)C1(C(=O)OCC)COC(=O)C2(CC)OC21 (centres undefined),-5%,-5%,-8,nt,-3%,nt,14%,6%,nt
CCOC(=O)c1ccc(OCC2NCCc3cc(OC)c(OC)cc32)cc1 (centres undefined),-8%,-14%,-13,-14%,-4%,17%,11%,7%,86%[activator]
CCCCCc1cc(=O)oc2c(C(CCN(CC)CC)c3ccc(N(C)C)cc3)c(OC)cc(OC)c12 (centres undefined),-22%,-9%,-11,?,-20%,5%,-7%,-2%,5%
Cc1nnc(N2CCN(c3cccc(Cl)c3)CC2)c2c1nnn2Cc1ccc(F)cc1,19%&5%,-13%,7&1,-2%,-10%,-1%,0%,-7%,nt
Cc1ccc(OCC(=O)OC2=C(C(=O)c3ccccc3)N(C)S(=O)(=O)c3ccccc32)cc1,?,-6%,2,-15%,-13%,-12%,-6%,0%,nt
O=C(c1ccc(C(F)(F)F)cc1)C1CCCN(C(=O)CCn2cncn2)C1 (centres undefined),?,2%,-6,-11%,9%,42%,15%,16%,-2%
CC(=O)Nc1ccc2c(CSc3nnc(N)s3)cc(=O)oc2c1,-23%,1%,-2,6%,-8%,6%,-39%,-12%,2%
O=C(NCc1cccnc1)NC1(C(F)(F)F)Oc2ccc(Cl)cc2O1 (centres undefined),nt,-9%,6,0%,-8%,3%,3%,-26%,-9%
Cc1ccc(C)c(Nc2cc(C(=O)NC3CCCC3)c3ccccc3n2)c1,-16%,-13%,-6,5%,?,-18%,8%,0%,nt
CC(C)(C)NC(=O)NC(=O)CN1C(=O)NC(c2ccccc2)(c2ccccc2)C1=O,-19%,-6%,0,-19%,-12%,24%,3%,16%,16%
CC(C)CNC(=S)NNC(=O)c1csc2c1CCCC2,7%,1%,-9,-18%,-11%,?,0%,0%,0%
COc1ccc(C(=O)CN2C(=O)N(c3cc(C)cc(C)c3)S(=O)(=O)c3ccccc32)cc1,-19%,-4%[60.1 µM],-8,-11%,-10%,11%,19%,11%,nt
O=C(OCCOc1cccc(Cl)c1)C1CCN(S(=O)(=O)c2ccccc2)CC1,0%,-10%,-6,95%[activator],-15%,12%,-41%,-7%,41%
Cc1ccc(S(=O)(=O)NC(=O)COc2ccccc2C)c(C)c1,1%,-14%,-1,-4%,-4%,14%,30%,-3%,11%
CCCOC1CCCN(C(=O)c2cc(COc3ccc(F)c(F)c3)on2)C1 (centres undefined),-11%,-20%,4,?,-14%,10%,0%,-11%,-9%
Cc1ccnc(NC(=O)c2ccc(C(=O)c3ccccc3)cc2)c1,-5%,-4%,-2,nt,-10%,nt,11%,-7%,-6%
CCN1CNC(=S)N(c2cccc(C)c2C)C1,-1%,-8%,2,-7%,-10%,6%,38%,-7%,0%
O=C(NC[C@@H]1CCCO1)c1cccc2c1C(=O)c1ccc(Cl)cc1S2(=O)=O,3%,-10%,-5,nt,?,nt,0%,-8%,-4%
CN1CCCC1CCNC1C2CC3CC(C2)CC1C3 (centres undefined),-19%,-5%,-6,-7%,0%,2%,-11%,6%,1%
CC(C)CC(=O)Nc1cc(C(F)(F)F)ccc1N1CCOCC1,-30%,-6%,-2,?,-6%,-9%,-23%,-8%,?
CCNS(=O)(=O)c1ccc(CCC(=O)NCc2ccc3c(c2)OCO3)cc1,6%,3%,1,-5%,-17%,35%,-5%,-2%,-4%
O=C(Nc1ccc(F)cc1)c1nc[nH]c1C(=O)O,-4%,9%,2,4%,-10%,23%,-16%,7%,4%
CC(C)CCC(C(=O)O)C(C)CC(=O)NNC(=O)c1ccco1 (centres undefined),25%&0%,9%&8%,-3&0,13%&-2%,-9%&-13%,?,-1%&-21%,11%&13%,13%&2%

# Brought forward from above: three entries, followed by the next part.
SMILES,ALOX12 inh,Pol kappa inh,LDHA inh,Apoferritin bind,Pol eta inh,POLB inh,RGS4 inh,ERG-DNA inh,APE1 inh
CCNS(=O)(=O)c1ccc(CCC(=O)NCc2ccc3c(c2)OCO3)cc1,6%,3%,1,-5%,-17%,35%,-5%,-2%,-4%
O=C(Nc1ccc(F)cc1)c1nc[nH]c1C(=O)O,-4%,9%,2,4%,-10%,23%,-16%,7%,4%
CC(C)CCC(C(=O)O)C(C)CC(=O)NNC(=O)c1ccco1 (centres undefined),25%&0%,9%&8%,-3&0,13%&-2%,-9%&-13%,?,-1%&-21%,11%&13%,13%&2%
Brc1nc(Br)n(Cc2ccccc2)n1,3%,-3%,-17,-23%,-2%,-1%,-3%,2%,0%
N=C(N1CCCc2ccccc21)N1CCCc2ccccc21,-23%,-9%,0,nt,-10%,nt,2%,-1%,nt
O=c1c(-c2ccc(Cl)cc2)c[nH]n1-c1ccccc1,-16%,6%,-5,5%,-19%,9%,-12%,1%,55%[activator]
COCCCn1c(N)c(-c2nc3ccccc3n2C)c2nc3ccccc3nc21,-1%,-7%,1,-4%,-18%,28%,3%,-4%,-4%
Cn1c(SCC(=O)N2CCCc3ccccc32)ncc(C(=O)Nc2ccccc2)c1=O,-11%,1%[60.1 µM],-1,-18%,-16%,9%,-3%,-3%,nt
CCCCn1c(N)c(Sc2ccccc2)c(=O)[nH]c1=O,5%,-3%,-1,-10%,9%,9%,-18%,5%,4%
CC(=O)OCC(=O)c1c[nH]c2ccccc12,21%,3%,2,-7%,-18%,0%,5%,-1%,2%
CCN(CC)S(=O)(=O)c1ccc(OC)c(NC(=O)c2cc3c(=O)n4ccccc4nc3s2)c1,-22%,-4%,-2,2%,-11%,26%,-18%,26%,6%
COC(=O)CSc1nc(C)c2c(n1)CCCC2,2%,-7%,-4,-11%,-4%,5%,-4%,3%,-6%
CCOc1ccc(N/C=C/C(=O)c2ccc(C)cc2)c([N+](=O)[O-])c1,0%,-15%,0,-11%,-6%,6%,19%,0%,3%
COc1ccc(-c2nsc(NC(=O)c3ccccc3Br)n2)cc1,0%,2%,-2,-9%,-7%,27%,-8%,0%,nt
CC1CC(C)CN(c2nc(N(C)c3ccccc3)nc(N)c2[N+](=O)[O-])C1 (centres undefined),15%,-17%,-1,-19%,-25%,12%,8%,-5%,0%
COc1ccc(S(=O)(=O)N2CCC(C(=O)NCCC(=O)Nc3ccc(Cl)cc3)CC2)cc1,4%,-9%,-8,-4%,2%,2%,27%,9%,49%[activator]
COc1ccc(CN2CCC(C(=O)Nc3ccc(Oc4ccccc4)nc3)CC2)cc1F,0%,-2%,-4,-20%,-25%,16%,-18%,19%,-7%
Cc1cccc(CSc2nc(=O)c3c(n2C)NC(=O)CC3c2cc(F)cc(F)c2)c1 (centres undefined),3%,-20%,-7,-1%,-15%,-3%,-18%,-7%,nt
CCn1c2ccccc2c2cc(NC(=O)CSc3nnc(-c4ccccc4OC)n3N)ccc21,3%,-19%,-12,1%,-16%,0%,23%,-5%,-4%
CCc1ccc(-c2nc(CN3CCC(C(=O)NCc4ccco4)CC3)c(C)o2)cc1,?,-2%,-2,-12%,-6%,3%,-10%,-5%,-3%
CC1(C)C(C#N)=C(N)Oc2c1c(=O)oc1ccccc21,1%,10%,0,8%,5%,5%,3%,-7%,2%
COc1ccccc1COc1ccc2c(C)c(CC(=O)O)c(=O)oc2c1C,0%,-10%,-5,-4%,-15%,6%,-2%,-3%,15%
CC1(C)CC2CC(C)(CN2C(=O)COC(=O)c2cncc(Br)c2)C1 (centres undefined),12%,2%,-2,nt,-15%,nt,-14%,-8%,6%
Cc1cccc(/C=C/c2onc(C)c2S(=O)(=O)N2CCC(C(=O)N3CCC(C)CC3)CC2)c1,?,-1%,-2&-6,-8%&-4%,-5%&-15%,52%&5%,-4%&15%,-4%&-1%,-31%
Cc1ccc2oc(-c3ccc(Cl)c(NC(=O)Cc4ccccc4)c3)nc2c1,-15%,10%,2,-10%,-8%,12%,3%,-6%,nt
COc1ccc(Cc2c(Cl)ncnc2Cl)cc1,-14%,-6%,-6,-4%,-14%,6%,-27%,nt,1%
O=C(Nc1cccc(S(=O)(=O)C(F)F)c1)c1ccc(Cl)c(S(=O)(=O)N2CCOCC2)c1,0%,2%,1,-1%,-16%,-12%,-37%,-1%,-11%
